# Screening results from PubChem.
# PGC1a acetyl inh: inhibitors of PGC1a acetylation signal, primary screen, cell-based, U2OS, AlphaScreen, inhibitor mode. inhibition, % at 15.6 µM. AlphaScreen anti-acetyl-lysine; with virally co-expressed GCN5 acetyltransferase. actives 0.17% (n = 350,000);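 active = every replicate shows inhibition of at least 40%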;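 note: 0% = neutral control wells and 100% = positive control wells; some results beyond the cut were filed as inactive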
# PglD DTNB: C. jejuni PglD acetyltransferase inhibitors, primary screen, biochemical, DTNB colorimetric, single point; purified PglD enzyme, DTNB colorimetric CoA detection; actives 0.098% (n = 360,000); AID 602405, 2012; inhibition, % at 12.5 µM; in the data active = inhibition above about 16%, passing the limit was not always enough; note: strong numbers were not always called active
# Statin myotox sup: suppressors of statin myotoxicity in C2C12 myotubes, primary screen, cell-based, single point, plate reader; C2C12 myotubes + simvastatin, ATP luminescence, 48 h; scaled: DMSO 0, geranylgeraniol control 100; rescue of ATP level, % at 7.49 µM; actives 0.78% (n = 330,000); AID 602340, 2012;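 active = mean ATP rescue above about 67%, or every replicate alone reaching that limit, limit read from the data, passing the limit was not always enough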;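 note: myotubes were challenged with 10 µM simvastatin during compound exposure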
# FN deposition inh: inhibitors of fibronectin matrix deposition, primary screen, AH1F cells, Alexa488-fibronectin fluorescence, plate reader | AH1F fibroblasts, overnight | actives 0.086% (n = 350,000) | inhibition, % at 12.6 µM;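 active = mean inhibition across replicates of 30% or more, regardless of how many single replicates reach that level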;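 note: positive control wells lacked labelled fibronectin entirely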
#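 Material: AH1F fibroblasts assembling fluorescent fibronectin matrix; amount: 10000 AH1F cells/well; medium: DMEM, 2% serum; reagent: Alexa488-fibronectin, 24 nM final in well; dosing: single compound dose, delivered by pin transfer; incubation: 1 h adhesion, overnight exposure; detection: fluorescence after three HBSS washes, excitation 485 nm, emission 525 nm; measure: fibronectin deposition inhibition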
# CFTR F508del cor: F508del CFTR correction, initial screen, CFBE line, single point. CFBE cells, YFP halide quenching; stimulated with forskolin plus potentiator P3; % fluorescence drop versus neutral controls. activity (quench increase), % at 7.58 µM. actives 0.36% (n = 350,000). AID 720511, 2013;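 active = mean added fluorescence quench of at least 8% versus neutral control, with both replicates also reaching 8%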;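 note: cells transiently co-express mutant CFTR-F508del with the halide-sensitive YFP; corrector assay measuring rescue of mutant channel to the surface after 24 h compound exposure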
# miR122 inh: miR-122 Renilla sensor signal increase in Huh7, primary screen, miR-122 inhibitor project, cell-based, single point, plate reader; activation (reporter increase), % at 12.5 µM; Huh7 miR-122 Renilla luciferase sensor, 48 h; neutral wells = 0, positive control = 100; actives 0.3% (n = 340,000);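 active = mean replicate activation score at least 90 and every replicate individually at or above 90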;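 note: higher luciferase means less miR-122 activity so hits act as miR-122 inhibitors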
# Cneo AK release: Cryptococcus neoformans cell lysis inducers, primary screen, AK release luminescence, single concentration; lysis activity, % at 15 µM; AID 651654, 2012; C. neoformans lysis, adenylate kinase release luminescence, 4 h; normalised: neutral wells 0, clomiphene wells 100; actives 0.2% (n = 360,000);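 active = mean lysis activity across replicates of at least 80%, whatever share of replicates individually reach that level; inactive = mean lysis activity below 80%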
#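 Assay system: Cryptococcus neoformans yeast cells / Dosing: single-point compound dose / Timing: 4 h at 37 °C static, read 1 h later / Measured by: luminescence of released adenylate kinase using an AK detection reagent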
# GSIS activator: GLuc luminescence reporter in INS-1E cells, primary screen for activators of glucose-dependent secretion of insulin; INS-1E GLuc reporter insulin secretion, 2-3 h; activation, % at 16.6 µM; actives 0.61% (n = 370,000);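 active = lowest replicate activation of at least 40%, so every replicate reaches that level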;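 note: 0% = median of neutral control wells and 100% = median of IBMX positive control wells; some compounds called inactive have numbers as strong as hits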
# An asterisk follows results filed as active; . = not tested or not shown; & = joins results of further samples; [ ] = dose if it differs, or a comment.
# Sample of the layout:
mol,CFTR F508del cor,Cneo AK release,PGC1a acetyl inh,GSIS activator,PglD DTNB,Statin myotox sup,miR122 inh,FN deposition inh
CC(C)NC(=O)N(C)C[C@H]1OCCCC[C@@H](C)Oc2ccc(NS(=O)(=O)c3ccc(F)cc3)cc2C(=O)N([C@H](C)CO)C[C@@H]1C,2.0,-5,1,19,-5,.,17[16.7 µM],-16
C[C@@H]1CN([C@H](C)CO)C(=O)c2c(c3ccccc3n2C)-c2ccccc2CO[C@@H]1CN(C)C(=O)Nc1cccc(C(F)(F)F)c1,-0.6,.,-68,-8,.,.,.,13
CC(O)CNc1nc2c(c(=O)n(Cc3ccc(Cl)c(Cl)c3)c(=O)n2C)n1C (stereo not drawn),1.0,.,6,17,.,12,.,-10
CC(=O)c1ccc(O)c(CSc2nncn2C)c1,-0.1,.,-5,1,.,8,-8,5
O=C(Nc1ccccc1)OCCNC(=O)c1ccccc1,.,1,-11,.,5,-9,0,.

# This part in full, from the start:
mol,CFTR F508del cor,Cneo AK release,PGC1a acetyl inh,GSIS activator,PglD DTNB,Statin myotox sup,miR122 inh,FN deposition inh
CC(C)NC(=O)N(C)C[C@H]1OCCCC[C@@H](C)Oc2ccc(NS(=O)(=O)c3ccc(F)cc3)cc2C(=O)N([C@H](C)CO)C[C@@H]1C,2.0,-5,1,19,-5,.,17[16.7 µM],-16
C[C@@H]1CN([C@H](C)CO)C(=O)c2c(c3ccccc3n2C)-c2ccccc2CO[C@@H]1CN(C)C(=O)Nc1cccc(C(F)(F)F)c1,-0.6,.,-68,-8,.,.,.,13
CC(O)CNc1nc2c(c(=O)n(Cc3ccc(Cl)c(Cl)c3)c(=O)n2C)n1C (stereo not drawn),1.0,.,6,17,.,12,.,-10
CC(=O)c1ccc(O)c(CSc2nncn2C)c1,-0.1,.,-5,1,.,8,-8,5
O=C(Nc1ccccc1)OCCNC(=O)c1ccccc1,.,1,-11,.,5,-9,0,.
CCCC(=O)N(Cc1cc2cccc(C)c2[nH]c1=O)c1ccccc1OC,.,2,-5,-1,2,15,.,6
CCCN(C)C[C@@H]1Oc2cc(C#CC3CCCCC3)ccc2S(=O)(=O)N([C@@H](C)CO)C[C@H]1C,0.7,.,-19,12,.,-50,-8[16.7 µM],.
COc1ccc(NC(=O)Nc2ccc3c(c2)CC(=O)N([C@H](C)CO)C[C@H](C)[C@@H](CN(C)C(=O)Nc2ccccc2)O3)cc1,2.4,0,5,-13,0,-11,-7[16.7 µM],.
CCN(CC)c1ncnc2c1cnn2Cc1ccc(C)cc1,-2.5,-1,7,31,13,-9,-5,.
O=C(NN1C(=O)c2ccccc2NC1c1ccoc1)c1ccccc1 (stereo not drawn),-1.3,0,6,-7,5,6,-7,2
C[C@@H]1CN([C@H](C)CO)C(=O)c2ccccc2-c2ccccc2CO[C@H]1CN(C)S(=O)(=O)c1ccccc1,0.9,-2,5,9,3,.,.,-2
COc1ccc(C(=O)N/C(=C\c2ccc(Cl)cc2)C(=O)NCCN2CCOCC2)cc1,0.5,-1,.,10,-4,-7,-3,-1

# In a second layout: two of the compounds above
# Results follow in this order: CFTR F508del cor	Cneo AK release	PGC1a acetyl inh	GSIS activator	PglD DTNB	Statin myotox sup	miR122 inh	FN deposition inh
CC(O)CNc1nc2c(c(=O)n(Cc3ccc(Cl)c(Cl)c3)c(=O)n2C)n1C (stereo not drawn)
  1.0	.	6	17	.	12	.	-10
CCN(CC)c1ncnc2c1cnn2Cc1ccc(C)cc1
  -2.5	-1	7	31	13	-9	-5	.

# 2 entries picked at random from those above:
mol,CFTR F508del cor,Cneo AK release,PGC1a acetyl inh,GSIS activator,PglD DTNB,Statin myotox sup,miR122 inh,FN deposition inh
COc1ccc(NC(=O)Nc2ccc3c(c2)CC(=O)N([C@H](C)CO)C[C@H](C)[C@@H](CN(C)C(=O)Nc2ccccc2)O3)cc1,2.4,0,5,-13,0,-11,-7[16.7 µM],.
C[C@@H]1CN([C@H](C)CO)C(=O)c2ccccc2-c2ccccc2CO[C@H]1CN(C)S(=O)(=O)c1ccccc1,0.9,-2,5,9,3,.,.,-2

# The list goes on.
mol,CFTR F508del cor,Cneo AK release,PGC1a acetyl inh,GSIS activator,PglD DTNB,Statin myotox sup,miR122 inh,FN deposition inh
CC(=O)Nc1ccc(-c2csc(NC(=O)CC(NC(C)=O)c3ccccc3)n2)cc1 (stereo not drawn),1.4,-2,-32,-5,3,5,1,5
C[C@H](CO)N1C[C@H](C)[C@@H](CN(C)Cc2ccc(C(F)(F)F)cc2)Oc2ccc(NC(=O)Nc3ccccc3)cc2CC1=O,-0.1,2,-10,15,-4,20,-1[16.7 µM],.
COc1ccccc1N1CCN(C(=O)[C@@H]2CCCN2C2=NS(=O)(=O)c3ccccc32)CC1,3.6,0,0,-1,-5,0,7,6
Cc1ccnc(NS(=O)(=O)c2ccc(NC(=O)Cc3cccs3)cc2)n1,.,0,.,.,-7,8,32,.
CCOC(=O)c1cc(NC(=O)N(CC)C2CCCCC2)c(C)nc1C,-0.7,.,-3,19,.,.,-6,.
COc1ccc(S(=O)(=O)N(C)C[C@H]2Oc3ccc(NC(=O)C4CC4)cc3C(=O)N([C@H](C)CO)C[C@@H]2C)cc1,0.5&1.0,0&0,-2&1,-6,11&-3,-21&-11,-4[16.7 µM],0
CO[C@H]1CN(C)C(=O)c2ccc(NC(=O)c3ccccc3F)cc2OC[C@H](C)N(C(C)=O)C[C@@H]1C,-2.7,0,2,-11,-1,-11,.,7
O=C(O)c1cc(NCc2c(F)cccc2Cl)ccc1N1CCOCC1,.,3,7,8,0,43,-3,1
N#C[C@@H]1[C@@H](c2ccccc2)[C@@H](CO)N1C(=O)Cc1ccccc1,-2.9,116*,-8,-5,-3,-18,.,2
CCOc1ccc(-c2ccc(/C=C3/C(=N)N4C(C)=CSC4=NC3=O)o2)c([N+](=O)[O-])c1,3.2,0,8,-18,6,42,-5,4
COc1ccc(C(=O)NC2(C(F)(F)F)C(=O)Nc3c2c(=O)[nH]c(=O)n3CCc2ccc(OC)c(OC)c2)cc1 (stereo not drawn),.,5,.,.,0,.,-9,0
O=C(NCCC1CCCCN1S(=O)(=O)c1ccc(F)cc1)C(=O)NC1CC1 (stereo not drawn),3.1,-1,.,-7,-1,17,.,-1
CC(C)(C)c1ccccc1NC(=O)Nc1nc(C(N)c2ccccc2)cs1 (stereo not drawn),5.0,3,6,5,3,-9,.,-9
CCOc1ccc2c(c1)nc(SCC(=O)c1cccs1)n2C,.,4,-11,-3,3,.,5,.
O=C(CSc1nc2c(c(=O)[nH]1)CCC2)Nc1cccc(Cl)c1,.,2,12,.,3,-17,-8,6
CCN(CC)C(=O)COc1ccc(-c2ccccc2)cc1,.,-2,1,.,1,1,-2,.
CCOc1ccc(CNC(=O)CCc2cn(C)c3ccccc23)cc1OC,-2.9,-3,6,10,-1,5,-2,-8
Cc1cccc(N(Cc2cc3ccc(C)cc3[nH]c2=O)C(=O)c2ccco2)c1,0.2,-4,0,-26,-2,33,-16,5
C[C@H]1CCCCO[C@H](CN(C)C(=O)CCCN(C)C)[C@@H](C)CN([C@@H](C)CO)C(=O)c2cc(NC(=O)Nc3ccc4c(c3)OCO4)ccc2O1,-0.1,4,2,-3,1,.,7[16.7 µM],7
COCCn1c(SCc2csc(-c3ccccc3)n2)nc2ccccc21,.,3,-6,.,-1,-13,-3,-1
O=C(Nc1cccc(C(F)(F)F)c1)c1cccc(NS(=O)(=O)c2ccc(Br)c(C(=O)O)c2)c1,-2.1,.,8,-4,.,.,.,-4
COc1cccc(NC(=O)CNCc2ccccc2)c1,-2.4,0,4,0,-1,9,-12,-3
CN(C)S(=O)(=O)c1ccc(N2CCCC2)c(C(=O)Nc2ccc(Br)cc2F)c1,6.6,2,-10,-2,5,-5,-8,-6
Cc1ccc(NC(=O)c2ccco2)cc1,-4.0,0,-2,.,-1,0,-12,-2
COc1cc2cc(CN(CCO)S(=O)(=O)c3ccccc3)c(=O)[nH]c2cc1OC,.,0,4,.,0,-5,10,-1
CSc1cc(-c2ccccc2)n(C)c(=O)c1C#N,-2.1,0,-7,41,-1,-1,1,-2
CC(C)(C)C(=O)Nc1ccc(-c2cn3ccsc3n2)cc1,.,-2,4,.,1,-44,2,.
Nc1cc(C(=O)OCC(=O)NC(c2ccccc2)c2ccccc2)ccc1Cl,.,-1,-21,22,4,3,2,0
C[C@@H]1CN([C@H](C)CO)C(=O)c2cc(C#C[C@@H](C)O)cnc2O[C@H]1CN(C)C(=O)Cc1ccncc1,-0.6,1,3,-2,-2,-3,21[16.7 µM],-33
CCN(CC)S(=O)(=O)c1ccc(N2CCN(CCO)CC2)nc1,.,-2,-4,2,-2,2,4,-7
CCC(=O)NC(Nc1nc2ccc(C)cc2s1)(C(=O)OC)C(F)(F)F (stereo not drawn),.,1,1,.,8,-18,3,4
CC=Cc1ccc2n(c1=O)C[C@H]1[C@H](CO)[C@@H](C(=O)N[C@@H](C)c3ccccc3)[C@@H]2N1Cc1cncnc1 (mixture of isomers),2.7,-1,-12,6,-1,3,7[16.7 µM],10
FC(F)(F)c1ccccc1NC(=S)N1CCCC1,0.6,1,0,5,-4,5,-17,7
Cc1ccnc(NC(=O)C2CCCN(S(=O)(=O)c3ccc4[nH]c(=O)ccc4c3)C2)c1 (stereo not drawn),-4.6,-4,3,19,3,10,-4,-18
CCOC(=O)CNC(=O)CCc1nnc2ccc(N3CCC(C)CC3)nn12,-1.2,-3,-3,0,4,3,-1,4
O=C(COC(=O)c1ccc(Cl)nc1)Nc1cc(S(=O)(=O)N2CCOCC2)ccc1Cl,3.7,1,-2,-16,-6,-2,-1,-9
CN1C(=O)c2cc(NC(=O)c3cccs3)ccc2OC[C@H]2O[C@H](CC(=O)N3CCOCC3)CC[C@H]21,0.8,-1,2,6,-3,8,-2[16.7 µM],-9
COCCCn1c(SCC(=O)N2CCCC(C)C2)nnc1-c1ccco1 (stereo not drawn),0.9,-5,-7,.,-2,-1,-6,.
Cc1cccc2c1cnn2C(=O)CCC(=O)N1CC(C)CC(C)C1 (stereo not drawn),-2.1,0,4,14,-1,-8,-5,6
C/C=C/c1ccc([C@@H]2[C@H](CO)N[C@H]2CN(CC(C)C)C(=O)c2ccccn2)cc1,1.1,0,-8,-8,14,-40,-92[16.7 µM],-6
